# NTR1 agonist: agonists of NTR1, primary screen, imaging, U2OS cells, beta-arrestin-GFP, high content (AID 493036) | NTR1-U2OS beta-arrestin-GFP spot imaging, agonist mode | P30989 | 330,000 tested, 0.17% active | activation, % at 20 µM;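 active means activation at or above 40% of the spot to cytoplasm intensity ratio, with at least 20 cells analyzed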;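 further: 0% = DMSO without peptide and 100% = 100 nM NTR1 peptide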
# Target sequence (P30989 whole entry, looked up): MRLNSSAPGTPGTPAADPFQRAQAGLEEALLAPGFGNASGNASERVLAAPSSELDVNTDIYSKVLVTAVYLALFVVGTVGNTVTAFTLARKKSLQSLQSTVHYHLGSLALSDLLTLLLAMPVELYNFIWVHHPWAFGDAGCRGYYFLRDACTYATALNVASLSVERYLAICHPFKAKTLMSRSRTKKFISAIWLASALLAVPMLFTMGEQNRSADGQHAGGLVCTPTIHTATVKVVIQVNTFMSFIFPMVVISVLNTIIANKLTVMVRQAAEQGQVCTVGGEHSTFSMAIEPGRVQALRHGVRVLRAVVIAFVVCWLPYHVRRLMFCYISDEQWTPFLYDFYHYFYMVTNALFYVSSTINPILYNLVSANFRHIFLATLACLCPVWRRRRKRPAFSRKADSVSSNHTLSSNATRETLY
# NTR1 agonist cell count 20 µM: recorded beside NTR1 agonist, whose call it bears; cell count; measured here: cell count, cytotoxicity flag
# Active calls of the source: *. Not all compounds are listed. The share of hits here may be higher or lower than overall.
SMILES,NTR1 agonist,NTR1 agonist cell count 20 µM
COc1ccc(S(=O)(=O)N2CCCC2CNC(=O)C(=O)NCc2ccco2)cc1 (stereo unspecified),0.8,72
CCC(C)Sc1ccc(-c2nc3cnccn3c2NC2CCCCC2)cc1 (stereo unspecified),22,60
O=C(NC(=S)N1CCCCCC1)c1cccc([N+](=O)[O-])c1,-1.4,53
O=C(COC(=O)c1c(F)cccc1Cl)NCC1CCCCC1,0.5,65
Cc1ccc(S(=O)(=O)N2CCC(C(=O)NCCCN3CCOCC3)CC2)cc1,0.0,58
CN(CC(=O)Nc1ccccc1Cl)C(=O)COC(=O)c1cccs1,-0.3,61
Cc1ccccc1NC(=O)Cc1nc(COC(=O)COc2ccc(C(C)(C)C)cc2)cs1,2.3,64
CCN(CC(=O)Nc1c(F)cccc1F)C(=O)/C=C/c1ccc2c(c1)OCO2,-0.3,51
Cc1cccc(OCCCC(=O)NNC(=O)CCN2CCN(c3ccccc3)CC2)c1,-0.3,77
Cc1cc(C=O)c(C)n1-c1ccc(NC2CCCC2)c([N+](=O)[O-])c1,11,58
O=C(CN1C(=O)NC(c2ccc(F)cc2)C1=O)NC1CCCCC1 (stereo unspecified),-0.5,49
NS(=O)(=O)c1ccc(CNC(=O)c2ccc3c(=O)n4c(nc3c2)CCC4)cc1,0.6,63
O=C(NCCCN1CCOCC1)c1cn(-c2ccccc2)nc1-c1ccc(F)cc1,-2.5,50
COc1cccc(NC(=O)CN(C)C(=O)Cc2c(C)nc3ccccc3c2C)c1,0.2,44
COc1cc(C(=O)NC(C)c2cc(C)ccc2C)ccc1OCC(=O)N1CCOCC1 (stereo unspecified),1.5,52
CC(=O)Nc1ccc(C(=O)Nc2cccc(S(=O)(=O)N(C)c3ccccc3)c2)cc1,0.8,50
CCOc1ccc(Oc2ccc(C(F)(F)F)cc2NC(=O)C2=COCCO2)cc1,6.8,63
CCCCn1c(N)c(N(CCOC)C(=O)c2ccc(C)c(S(=O)(=O)N3CCOCC3)c2)c(=O)[nH]c1=O,-0.2,71
CN(CC(=O)Nc1ccc(F)cc1)C(=O)c1cc(-c2ccco2)nc2ccccc12,0.3,75
CC(C)(C)c1ccc(OCCC(=O)Nc2cccc(S(=O)(=O)N3CCCC3)c2)cc1,6.5,61
CCOc1cccc2sc(=NC(=O)CCS(=O)(=O)c3ccc(F)cc3)n(C)c12,8.5,66
COc1ccc(-c2cc(C(=O)NC(C)c3ccccn3)c3ccccc3n2)cc1OC (stereo unspecified),-0.8,98
CCOC(=O)[C@@H]1[C@H]2COc3cc(OC)ccc3[C@H]2N2C(=O)N(c3cccc(F)c3)C(=O)[C@@]12C,-0.2,64
CCN(CC(=O)Nc1c(F)cccc1F)C(=O)CC1CCCCC1,3.6,74
Cc1ccc(S(=O)(=O)N2[C@@H](c3cccc(Cl)c3)C(C(=O)O)=CC[C@H]2c2ccc(Cl)cc2)cc1,17,98
SMILES,NTR1 agonist,NTR1 agonist cell count 20 µM
Cn1c(CC(=O)NNC(=O)c2ccc(Cl)nc2)nc2ccccc21,2.2,67
Cc1cccc(NC(=O)CN(C)C(C)C(=O)Nc2ccc(S(=O)(=O)N3CCCC3)cc2)c1C (stereo unspecified),-0.9,58
Cc1ccc([N+](=O)[O-])cc1S(=O)(=O)Nc1ccc(C(=O)N2CCN(C(=O)c3ccco3)CC2)cc1,-1.0,59
Cc1cccc(Oc2ccc(NS(=O)(=O)c3ccc(C)c(C(=O)O)c3)cc2)c1,-0.2,68
Cc1ccc(C)c(NC(=O)C(c2ccccc2)N2CCN(CC(=O)NC3CC3)CC2)c1 (stereo unspecified),0.4,50
C[C@H](CO)N1C[C@H](C)[C@@H](CN(C)C(=O)NC2CCCCC2)Oc2c(NC(=O)c3ccncc3)cccc2C1=O,-1.8,56
S=C(S)N1CCCC1,3.0,69
COc1ccc2ccc(OCC(=O)N3c4ccccc4NC(=O)CC3C)cc2c1 (stereo unspecified),-1.9,51
O=C(CN1C(=O)NC2(CCc3ccccc32)C1=O)c1ccc(F)c(F)c1 (stereo unspecified),-1.0,52
O=C(NCCOc1ccccc1F)C1CC(=O)N(Cc2ccccc2)C1 (stereo unspecified),0.2,49
CCOc1ccc(C(C)=O)cc1COC(=O)CNC(=O)C12CC3CC(CC(C3)C1)C2,5.1,55
O=Cc1c[nH]c2ccc(OCc3ccccc3)cc12,0.5,63
COc1cccc(N2CC(C(=O)Nc3c(C(N)=O)oc4ccccc34)CC2=O)c1 (stereo unspecified),1.0,72
O=C(NNC(=O)C1COc2ccccc2O1)c1ccccc1O (stereo unspecified),-0.5,67
O=C(CN1C(=O)NC2(CCCCCC2)C1=O)Nc1ccc(Cl)c([N+](=O)[O-])c1,1.0,33
Cc1cc(C)c2nc(N3C(=O)C(O)=C(C(=O)c4ccco4)C3c3ccc(O)cc3)sc2c1 (stereo unspecified),5.1,62
Cc1ccc(NC(=O)CC2OC(=O)c3ccccc32)cc1S(=O)(=O)N1CCOCC1 (stereo unspecified),-0.9,63
COc1cccc2c1[C@@H]1CN(CCCCn3c(=O)[nH]c4c(sc5ncc(-c6ccccc6)nc54)c3=O)C[C@@H]1CO2,31,62
COc1cccc(/C=C/C(=O)OCC(=O)c2ccccc2)c1OC,-0.9,52
CC(=O)N1CCN(c2ccc(NCc3ccc(-c4cccc(Cl)c4)o3)cc2)CC1,3.8,44
C#CCOCCOCCOCCNc1nc(N2CCN(C(=O)CCCCCCCCCCNC(=O)[C@H](CCCCN)n3cc(CCO)nn3)CC2)nc(N2CCN(C(=O)CCCCCCCCCCNC(=O)[C@@H]([C@H](C)O)n3cc(C)nn3)CC2)n1,0.5,90
O=C(COC(=O)c1ccc[n+]([O-])c1)Nc1ccc(Cl)cc1[N+](=O)[O-],-2.4,59
Cc1ccc(NC(=O)c2ncn(CC(=O)N3CCN(c4ccccn4)CC3)n2)cc1C,2.6,59
CCOc1cc(C(=O)OCc2cccc(OC)c2OC)ccc1OCC(=O)N1CCOCC1,1.5,43
COC(=O)c1ccc(NC(=O)CCCN2C(=O)NC(C)(C)C2=O)cc1,-1.0,61
SMILES,NTR1 agonist,NTR1 agonist cell count 20 µM
CC(=O)NC(C)(CC(=O)c1ccccc1)c1ccccc1 (stereo unspecified),0.2,42
CC(NC(=O)CSc1nnnn1C1CC1)c1ccccc1Br (stereo unspecified),2.9,68
CCN(C[C@H]1N[C@@](C)(C(=O)OC)[C@H]2C(=O)N(C)C(=O)[C@@H]12)S(=O)(=O)c1ccc(OC)cc1,0.6,66
Cn1c(N)c(C(=O)COC(=O)c2ccc3ccccc3c2)c(=O)n(C)c1=O,4.5,59
COc1ccccc1NC(=O)COc1cccnc1[N+](=O)[O-],-0.3,54
COc1cc2c(cc1OC)[C@@H](NC(=O)Cc1ccc(F)cc1)[C@H](OCc1ccccc1)C2,-2.3,45
COc1cc(C(=O)Nc2ccc(F)cc2Cl)ccc1OCC(=O)N1CCOCC1,-0.1,62
O=C(Nc1cc(S(=O)(=O)N2CCOCC2)ccc1N1CCOCC1)c1ccccc1Cl,0.1,57
CCCN(C(=O)c1cc(-c2ccco2)nc2ccccc12)c1c(N)n(Cc2ccccc2)c(=O)[nH]c1=O,-1.2,53
COc1ccc(NC(=O)CNC(=O)Cc2cccc3ccccc23)c(OC)c1,-0.1,71
COc1cccc(CNC(=O)CSc2nc(=O)n(Cc3ccncc3)c3c2CCC3)c1,-1.6,56
CC(=O)N/C(=C\c1ccccc1)C(=O)OC(C)C(=O)c1ccccc1 (stereo unspecified),-0.8,62
Cc1ccccc1-c1nnn(Cc2cccc(S(=O)(=O)N3CCOCC3)c2)n1,2.5,70
CCOC(=O)[C@H]1[C@H]2COc3ccc(Cl)cc3[C@@H]2N2C(=O)CN(Cc3ccc(C)cc3)C(=O)[C@@]12C,7.8,63
CCCn1c(N)c(N(CCOC)C(=O)Cc2ccc(S(=O)(=O)N3CCOCC3)s2)c(=O)[nH]c1=O,-0.7,42
O=C(CN1C(=O)NC2(CCc3ccccc32)C1=O)Nc1ccccc1C(F)(F)F (stereo unspecified),1.3,78
COc1cc(S(=O)(=O)Nc2ccccc2N2CCCCC2)ccc1NC(C)=O,0.1,57
COc1ccc(Cl)cc1NC(=O)CN(C)C(=O)c1sccc1-c1ccccc1,6.8,59
O=C(Nc1cc(S(=O)(=O)N2CCCCC2)ccc1Cl)c1ccncc1,6.2,69
CCN(C[C@H]1N[C@@](CC)(C(=O)OC)[C@H]2C(=O)N(C)C(=O)[C@@H]12)C(=O)C1CCCCC1,-1.5,44
COc1ccccc1CCC(=O)Nc1cc(S(=O)(=O)N2CCOCC2)ccc1N1CCCC1,0.6,56
O=C(c1cc(S(=O)(=O)N2CCOCC2)ccc1Cl)N1CCC(Cc2ccccc2)CC1,-0.4,62
CCOC(=O)N1CCN(C(=O)CN2C(=O)NC(C)(c3ccc4ccccc4c3)C2=O)CC1 (stereo unspecified),2.4,68
CCOc1ccc(S(=O)(=O)NCCC(=O)N2CCN(Cc3ccccc3)CC2)cc1,-0.9,60
CC(Nc1cccc(C(=O)NC2CC2)c1)c1nnc(-c2ccccc2)o1 (stereo unspecified),0.0,61
SMILES,NTR1 agonist,NTR1 agonist cell count 20 µM
Cc1ccc(NC(=O)CN2C(=O)NC3(CCCCCC3)C2=O)cc1Cl,0.3,69
CN(C(=O)CSc1nnc(-c2ccc3c(c2)OCO3)o1)C1CCS(=O)(=O)C1 (stereo unspecified),-1.1,86
O=C(NCCC1=CCCCC1)c1c(O)nc2sccn2c1=O,-1.0,70
CCN(C(=O)CSc1nc(C)c(C)c(C)n1)C1CCS(=O)(=O)C1 (stereo unspecified),2.8,65
O=C(c1ccc(NS(=O)(=O)/C=C/c2ccccc2)cc1)N1CCCCC1,1.4,43
CCN(C[C@H]1N[C@@](Cc2ccccc2)(C(=O)OC)[C@H]2C(=O)N(C)C(=O)[C@@H]12)C(=O)c1ccc(F)cc1,-0.8,63
Cn1c(=O)c2c(ncn2CC(=O)OCC(=O)c2ccc(Cl)cc2)n(C)c1=O,-0.9,41
O=S(=O)(c1ccc2c(c1)OCCO2)N1CCCN(S(=O)(=O)c2c(F)cccc2F)CC1,0.0,54
CCCC[C@@H]1CNCCN1CC1(c2ccccc2)CC1,-0.4,103
Cc1ccc(S(=O)(=O)N2CCCCC2)cc1NS(=O)(=O)c1ccc(Cl)c(C(=O)O)c1,0.6,63
O=C(OCc1cc(=O)n2ccsc2n1)c1ccc(OC(F)F)cc1,3.1,49
COc1cc(/C=C/C(=O)OCC(=O)N2CCCc3ccccc32)ccc1OCC#N,0.7,63
CN(CC(=O)Nc1cccc(F)c1)C(=O)CCSc1ccc(F)cc1,2.1,51
Cc1cccn2c(=O)nc(SCC(=O)Nc3ccc4c(c3)OCO4)nc12,1.6,58
COCc1cc(C)n(CC(=O)Nc2ccc(N3CCOCC3)cc2)c(=O)c1C#N,-1.9,44
CCCc1cc(=O)[nH]c(SCC(=O)c2c(N)n(C3CC3)c(=O)[nH]c2=O)n1,1.6,54
CC(Sc1nnc(NC2CC2)s1)C(=O)Nc1ccc(N2CCOCC2)cc1 (stereo unspecified),0.9,56
COc1ccc2c(c1)[C@H]1[C@H](CO2)[C@H](c2ccccc2)[C@]2(C)C(=O)Nc3ccc(Br)cc3C(=O)N12,0.9,57
CCC1CCC/C1=N\NC(=O)c1ccccc1C (stereo unspecified),1.2,58
COc1ccc(NC(=O)N(C)C[C@H]2Oc3c(NS(=O)(=O)c4cccs4)cccc3C(=O)N([C@@H](C)CO)C[C@@H]2C)cc1,-2.5,41
Cc1c(C)n2c(SCC(=O)NCc3ccc4c(c3)OCO4)nnc2[nH]c1=O,-0.6,52
CN1C2CCC1CC(NC(=O)c1cc(S(=O)(=O)N(C)C)c(Cl)cc1Cl)C2 (stereo unspecified),-0.4,55
CCN(c1ccccc1)S(=O)(=O)c1cccc(C(=O)NCCOc2ccccc2OC)c1,1.2,54
CCCCN(C(=O)COC(=O)c1nc2nc(C)cc(C)n2n1)C1CCS(=O)(=O)C1 (stereo unspecified),3.5,57
CCOC(=O)C1=CCC2c3c(c4ccccc4n3C)C(=O)C1N2C(=O)OC(C)(C)C (stereo unspecified),2.1,56
CCOc1cc(/C=C2\N=C(C)OC2=O)cc(Cl)c1OCC(=O)OC,0.1,68
O=C1[C@H]2[C@@H](c3ccc(Cl)cc3)N3C(=O)N(c4cccc(F)c4)C(=O)[C@@]3(Cc3ccccc3)[C@H]2C(=O)N1C1CCCCC1,5.8,79
Nc1c(C(=O)CSc2n[nH]c(-c3ccccc3)n2)c(=O)[nH]c(=O)n1C1CC1,-0.7,68
O=C(COC(=O)c1cccnc1Cl)Nc1ccc(N2CCCCC2)cc1,0.6,59
Cc1ccccc1SCC(=O)OCC(=O)N(C)c1c(N)n(Cc2ccccc2)c(=O)[nH]c1=O,0.0,73

# A draw from above in order of count of non-hydrogen atoms, highest first:
SMILES,NTR1 agonist,NTR1 agonist cell count 20 µM
CCCN(C(=O)c1cc(-c2ccco2)nc2ccccc12)c1c(N)n(Cc2ccccc2)c(=O)[nH]c1=O,-1.2,53
CCCCn1c(N)c(N(CCOC)C(=O)c2ccc(C)c(S(=O)(=O)N3CCOCC3)c2)c(=O)[nH]c1=O,-0.2,71
CCN(C[C@H]1N[C@@](Cc2ccccc2)(C(=O)OC)[C@H]2C(=O)N(C)C(=O)[C@@H]12)C(=O)c1ccc(F)cc1,-0.8,63
COc1cc2c(cc1OC)[C@@H](NC(=O)Cc1ccc(F)cc1)[C@H](OCc1ccccc1)C2,-2.3,45
O=C(Nc1cc(S(=O)(=O)N2CCOCC2)ccc1N1CCOCC1)c1ccccc1Cl,0.1,57
CCOc1ccc(S(=O)(=O)NCCC(=O)N2CCN(Cc3ccccc3)CC2)cc1,-0.9,60
CCOc1ccc(Oc2ccc(C(F)(F)F)cc2NC(=O)C2=COCCO2)cc1,6.8,63
COc1cc(S(=O)(=O)Nc2ccccc2N2CCCCC2)ccc1NC(C)=O,0.1,57
Cc1c(C)n2c(SCC(=O)NCc3ccc4c(c3)OCO4)nnc2[nH]c1=O,-0.6,52
Cc1ccc(NC(=O)CN2C(=O)NC3(CCCCCC3)C2=O)cc1Cl,0.3,69
CCCC[C@@H]1CNCCN1CC1(c2ccccc2)CC1,-0.4,103
S=C(S)N1CCCC1,3.0,69

# Compound activity deposited in PubChem by Sanford-Burnham Center for Chemical Genomics.
